High-throughput results as filed in PubChem BioAssay.
Rin1-Abl PPI inh – inhibitors of human Rin1-Abl protein interaction | P00519+Q13671 | hit rate 0.4% among 360,000 | inhibition, % at 7.35 µM | TR-FRET Rin1/Abl binding, biochemical | AID 588664; in the data active means inhibition above about 5%, passing the limit was not always enough
LMPTP block – blocks human LMPTP phosphatase. P24666. recombinant LMPTP-A, OMFP fluorogenic substrate, fluorescence intensity. inhibition, % at 20 µM. hit rate 0.22% among 360,000. AID 651560;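 active means compounds that cut the enzyme signal by at least half of the control window in the single-dose screen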;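 further: plate controls were DMSO wells with enzyme plus substrate for no effect and substrate without enzyme for full effect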
Target sequence (P24666 whole entry, looked up): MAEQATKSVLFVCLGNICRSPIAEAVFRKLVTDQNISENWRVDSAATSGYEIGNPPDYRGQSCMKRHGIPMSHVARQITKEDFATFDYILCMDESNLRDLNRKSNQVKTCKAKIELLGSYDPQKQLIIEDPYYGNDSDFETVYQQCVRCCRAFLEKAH
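Test system: LMPTP-A phosphatase enzyme. Amount: LMPTP-A at 0.625 nM final in the reaction. Reagent: OMFP substrate, 400 µM final. Times: 50 min at room temperature. Signal: endpoint fluorescence intensity from OMFP dephosphorylation. Read-out basis: % inhibition. Benchmarks: no-enzyme and uninhibited controls.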
Scp-1 inhibitor – inhibitors of human Scp-1 phosphatase; Q9GZU7; Recombinant Scp1, phosphopeptide, malachite green phosphate absorbance; inhibition, % at 20 µM; hit rate 0.88% among 340,000;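 active means inhibition above about 50% at 20 µM, limit read from the data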;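 further: plate controls were DMSO wells with enzyme for no effect and wells lacking enzyme for full effect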
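Test system: SCP-1 phosphatase catalytic domain, residues 76-261 | Compound dosing: One concentration, 20 µM, with 1.0% DMSO | Schedule: 45 min room-temperature reaction, 5 min colour, 30 min stabiliser | Detection: Absorbance at 630 nm | Read-out basis: % inhibition of SCP-1 phosphate liberation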
Rpn11 inh – blocks the human proteasome subunit Rpn11. O00487. human 26S proteasome, Ub4-pepOG fluorescence polarization; 20S core pre-blocked with epoxomicin. calls only at 20 µM. hit rate 0.59% among 360,000. AID 588493;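 active means inhibition at 20 µM, scaled to each plate's controls, above about 33%, limit read from the data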
NadD inh – inhibitors of Staphylococcus aureus NadD | purified NadD enzyme, colorimetric absorbance read-out | inhibition, % at 20 µM | hit rate 0.78% among 360,000 | AID 602399; in the data active means inhibition above about 26%; further: some compounds past the cut are filed as inactive
Neddylation inh – cullin neddylation inhibition; TR-FRET cullin neddylation, biochemical; calls only at 25 µM; hit rate 0.58% among 360,000; AID 651699; in the data active means inhibition above about 36%
SUMO1 PPI mod – modulators of human SUMO1-mediated protein-protein interactions; P63165; SUMO1 binding to a labelled peptide, TR-FRET, 1 h; inhibition, % at 20 µM; hit rate 0.33% among 360,000; AID 602429; in the data active means inhibition above about 37%
CSN deneddyl inh – CSN deneddylation inhibition; Q92905; inhibition, % at 12.5 µM; Purified CSN, SCF-Nedd8-OG deneddylation, fluorescence polarization; hit rate 0.38% among 360,000;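 active means pattern-corrected inhibition above about 35%, with an unprinted fluorescence ratio check between 0.5 and 1.5, limit read from the data, passing the limit was not always enough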;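 further: 0% = enzyme with substrate and 100% = substrate without enzyme; some results filed as inactive read as strong as hits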
Target sequence (Q92905 whole entry, looked up, one chain of several): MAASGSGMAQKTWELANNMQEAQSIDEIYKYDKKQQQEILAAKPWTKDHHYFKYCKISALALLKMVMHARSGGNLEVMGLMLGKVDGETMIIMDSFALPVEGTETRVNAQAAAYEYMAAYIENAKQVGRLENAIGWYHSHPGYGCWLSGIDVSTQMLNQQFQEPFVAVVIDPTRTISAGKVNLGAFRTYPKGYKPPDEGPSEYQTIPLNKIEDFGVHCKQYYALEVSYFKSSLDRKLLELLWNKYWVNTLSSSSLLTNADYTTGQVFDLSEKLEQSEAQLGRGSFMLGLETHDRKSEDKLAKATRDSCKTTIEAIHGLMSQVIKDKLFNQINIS
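test system = HEK293T-derived human Csn5 enzyme | amount = 0.24 nM Csn5 enzyme, final concentration | medium = Tris/NaCl/DTT buffer, pH 7.5 | schedule = 90 min reaction at room temperature | signal = FP | evaluation = inhibition of Csn5 cleavage, % | compound dosing = single dose of 12.5 µM compound with 0.25% DMSO | probe or stimulus = 10 nM SCFSkp2-Nedd8OG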
STEP inh – STEP (human) phosphatase inhibition; AID 588621; inhibition, % at 20 µM; hit rate 0.25% among 360,000; recombinant STEP, OMFP fluorogenic substrate, fluorescence;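 active means inhibition at 20 µM, scaled per plate between control wells, above about 37%, limit read from the data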;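 further: 0% = DMSO with enzyme and substrate and 100% = substrate only without enzyme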
Target sequence (P54829 whole entry, looked up): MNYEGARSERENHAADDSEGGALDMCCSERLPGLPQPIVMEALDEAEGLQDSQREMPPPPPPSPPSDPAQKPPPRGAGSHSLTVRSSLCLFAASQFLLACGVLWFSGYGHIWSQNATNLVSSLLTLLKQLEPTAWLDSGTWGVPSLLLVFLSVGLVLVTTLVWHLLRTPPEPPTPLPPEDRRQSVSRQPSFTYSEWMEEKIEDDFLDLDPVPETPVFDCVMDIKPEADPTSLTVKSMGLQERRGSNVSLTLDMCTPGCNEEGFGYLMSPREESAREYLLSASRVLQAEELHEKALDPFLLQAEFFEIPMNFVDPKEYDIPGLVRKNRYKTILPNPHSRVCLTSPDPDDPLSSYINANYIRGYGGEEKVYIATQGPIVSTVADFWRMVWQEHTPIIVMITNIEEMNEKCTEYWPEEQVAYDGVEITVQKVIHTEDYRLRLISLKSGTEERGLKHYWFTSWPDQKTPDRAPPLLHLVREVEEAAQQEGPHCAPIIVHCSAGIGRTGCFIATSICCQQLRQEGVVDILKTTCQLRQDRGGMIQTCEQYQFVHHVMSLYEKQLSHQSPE
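System: isolated STEP enzyme; schedule: 20 min enzyme reaction at room temperature, protected from light; medium: Bis-Tris buffer pH 6.0, 2.5 mM DTT, 0.005% Tween 20; signal: fluorescence, 480/540 nm; dosing: single compound dose of 20 µM, 1% DMSO final; also added: OMFP substrate, 25 µM final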
DNMT1 inh – DNMT1 (human) enzyme inhibition; DNMT1 molecular beacon, Hinp1I cleavage, fluorescence; hit rate 0.83% among 360,000; inhibition (reported as % activation of signal), % at 10 µM; in the data active means inhibition above about 50%
* = called active by the depositor; i = inactive; · = not tested or not shown; + = active, no number.

Rin1-Abl PPI inh	LMPTP block	Scp-1 inhibitor	Rpn11 inh	compound	NadD inh	Neddylation inh	SUMO1 PPI mod	CSN deneddyl inh	STEP inh	DNMT1 inh
3.4	0.2	0.0	i	CCN(CC)S(=O)(=O)c1ccc(O)c(C(=O)OCC(=O)NC23CC4CC(CC(C4)C2)C3)c1	-3.2	i	5.1	-0.8	4.7	-0.2
1.5	0.2	-1.2	i	CCCCn1c(N)c(N(CC(C)C)C(=O)C2CCCO2)c(=O)[nH]c1=O (stereo not drawn)	-0.4	i	1.8	-2.0	-1.0	-0.1
3.4	-3.0	0.1	i	CC(CN1CCCC1)OC(=O)c1cccc(F)c1 (stereo not drawn)	-2.7	i	4.1	3.3	-1.8	-3.7
0.6	2.0	0.7	i	Cc1ccccc1NC(=O)c1cccc(S(C)(=O)=O)c1	5.2	i	-2.7	-2.4	-3.0	2.3
-1.1	0.7	-9.0	i	COc1ccc(N2CCC(CNC(=S)Nc3ccc(C)cc3C)C2)cc1 (stereo not drawn)	5.7	i	3.0	-3.6	1.7	-6.2
2.1	-3.0	·	i	CC1(C(=O)NS(=O)(=O)C2CC2)CCN(C(=O)c2c(F)cccc2F)C1 (stereo not drawn)	0.8	i	-2.3	2.0	1.9	-1.4
1.6	0.2	-5.0	i	CCN(CC(=O)Nc1ccc(NC(C)=O)cc1)C(=O)c1cccc(N2C(=O)c3ccccc3C2=O)c1	2.5	i	-13.6	0.0	-3.5	4.2
5.2	-0.2	-2.8	i	CC(Oc1ccccc1F)C(=O)NNC(=O)c1ccc(-n2cncn2)c([N+](=O)[O-])c1 (stereo not drawn)	0.6	i	-29.8	3.6	0.1	0.8

More results follow.
Rin1-Abl PPI inh	LMPTP block	Scp-1 inhibitor	Rpn11 inh	compound	NadD inh	Neddylation inh	SUMO1 PPI mod	CSN deneddyl inh	STEP inh	DNMT1 inh
-1.6	7.7	-19.8	i	O=C(NCc1ccccc1)c1onc(CSc2ccccc2)c1C(=O)NCC1CC1	-4.3	i	2.9	-5.3	2.1	-7.2
-0.1	0.3	-4.7	i	Cc1cccc(NC(=O)c2cccc(S(=O)(=O)N3CCCCC3)c2)c1	-9.0	i	2.0	-0.4	-0.1	-0.6
2.9	-1.2	-7.9	i	O=C(NC1CCCCCCC1)c1c(Cl)cccc1Cl	1.1	i	-2.7	-0.9	-0.3	-0.2
-0.1	-0.1	-9.5	i	CN(CC(=O)Nc1cccc(F)c1)CC(=O)Nc1ccccc1-c1ccccc1	-4.5	i	-5.3	3.7	0.6	2.5
0.3	-1.5	-6.2	i	COc1cc(C)ccc1OCc1cc(C(=O)N(Cc2nccn2C)C(C)C)no1	-7.8	i	-3.1	-1.9	-2.9	-0.5
-4.5	-1.6	-10.7	i	O=C(CCCn1c(=S)[nH]c2cc3c(cc2c1=O)OCO3)NC1CC1	-1.2	i	2.0	1.6	2.8	2.2
-2.2	2.4	13.2	i	CC(OC(=O)c1ccc(Br)o1)C(=O)NCC1CCCCC1 (stereo not drawn)	-5.6	i	-2.2	-1.8	2.8	15.2
0.3	-1.6	-10.9	i	COc1ccc(-c2csc(NC(=O)Cc3cccc4ccccc34)c2C(=O)O)cc1	-2.8	i	17.2	1.2	4.1	-0.7

(more compounds)
Rin1-Abl PPI inh	LMPTP block	Scp-1 inhibitor	Rpn11 inh	compound	NadD inh	Neddylation inh	SUMO1 PPI mod	CSN deneddyl inh	STEP inh	DNMT1 inh
-1.9	0.6	-2.8	i	COc1ccc(CNC(=O)C2CCC(CNS(=O)(=O)c3cccc4nsnc34)CC2)cc1 (stereo not drawn)	-2.4	i	-24.2	1.4	2.7	1.5
3.1	-2.2	-3.0	i	Oc1ccccc1/C=N/n1c(COc2ccccc2)n[nH]c1=S	1.3	i	-1.4	-3.3	6.3	1.8
-2.4	-0.8	-2.7	i	CCN(CC)CCN1C(=O)c2oc3ccccc3c(=O)c2C1c1ccccc1 (stereo not drawn)	0.8	i	-4.8	-1.3	1.1	3.5
0.6	-0.5	0.2	i	Cc1cc(O)c(C(=O)Nc2cccc(Cl)c2)c(=O)n1C	-6.8	i	0.5	4.4	-1.3	0.2
-0.1	-0.4	0.5	i	CN(CC(=O)NC1CCN(Cc2ccccc2)CC1)S(=O)(=O)c1ccc(Cl)cc1	-2.5	i	0.2	-2.0	-1.8	0.2
1.6	1.0	-0.4	i	Nn1c(SCc2ccc(F)cc2)nnc1-c1cccnc1	0.3	i	-1.1	6.4	-1.9	-4.5
-0.3	-0.5	-8.1	i	O=C1C2C3C=CC(CC3)C2C(=O)N1c1ccc(F)cc1 (stereo not drawn)	-2.5	i	1.5	-4.8	-0.3	-0.1
-1.2	-0.4	-3.9	i	CCCc1nn2c(=O)cc(O)nc2s1	-3.7	i	3.1	-5.6	-2.3	-2.7

Other entries.
Rin1-Abl PPI inh	LMPTP block	Scp-1 inhibitor	Rpn11 inh	compound	NadD inh	Neddylation inh	SUMO1 PPI mod	CSN deneddyl inh	STEP inh	DNMT1 inh
-1.4	-0.8	-4.8	i	O=C(CCc1nc2ccccc2c(=O)[nH]1)NNC(=O)COc1ccccc1Cl	-1.2	i	2.7	4.1	-4.0	-2.4
-1.0	-0.5	-5.2	i	Cc1ccc(C(C)C)c(OCCN2CCc3ccccc3C2)c1	-7.4	i	5.2	1.8	-0.6	4.9
-0.2	0.2	-9.0	i	Cc1ccn2c(Nc3ccccc3C)c(-c3cccnc3)nc2c1	-3.1	i	-5.5	2.2	0.3	-1.1
-0.3	-1.2	-7.1	i	CC1(C)CC(=O)C2=C(C1)N(CCN1CCOCC1)C1=C(C(=O)CC(C)(C)C1)C2c1ccc(Cl)c([N+](=O)[O-])c1	-2.9	i	-11.0	-7.9	-2.7	-1.2
-0.5	-1.4	4.9	i	CCOC(=O)C1=C(C)N(CCCC(=O)O)C(=O)NC1c1ccccc1OS(=O)(=O)c1ccccc1[N+](=O)[O-] (stereo not drawn)	-7.8	i	-5.8	0.4	-0.6	3.3
0.4	-1.6	-2.0	i	Cc1nc(NC(=O)C2CC3CCCC(C2)C3=O)sc1C (stereo not drawn)	-1.4	i	3.6	2.5	-3.2	3.0
2.3	-0.9	-4.2	i	COc1ccc(NC2=C(C)C(=O)CC2)cc1	-5.2	i	-1.5	171.1	2.3	-1.3
1.0	3.3	-1.8	i	S=C(Nc1ccc(CN2CCCCC2)cc1)Nc1cccc(Cl)c1Cl	-3.7	i	-17.6	1.8	34.2	-2.3

More structures follow.
Rin1-Abl PPI inh	LMPTP block	Scp-1 inhibitor	Rpn11 inh	compound	NadD inh	Neddylation inh	SUMO1 PPI mod	CSN deneddyl inh	STEP inh	DNMT1 inh
3.5	0.1	-5.1	i	COc1cc(CNc2ncc(-c3ccc(Br)cc3)n2C)cc(OC)c1OC	-3.5	i	-0.3	-0.5	1.4	-2.1
2.9	-1.5	-1.8	i	CCn1nnc2cc(C(=O)Nc3cc(S(C)(=O)=O)ccc3Cl)ccc21	-3.5	i	0.6	3.8	-0.9	-0.8
-3.3	1.8	-4.0	i	CC(=O)Nc1nc(C)c(-c2csc(Nc3ccc(S(N)(=O)=O)cc3)n2)s1	-2.1	+	0.9	3.3	-2.0	-6.6
0.5	2.4	37.2	i	O=C(COc1ccccc1[N+](=O)[O-])N/N=C/c1cccc(OC(=O)c2ccc3c(c2)OCO3)c1	11.1	i	10.0	10.2	16.1	-8.1
-4.6	-1.2	8.9	i	CCOc1ccc(-n2c(C)c(C(C)=O)c(C(C)=O)c2C)cc1	10.6	i	4.6	-2.5	-4.4	0.4
2.5	-6.9	-4.0	i	CCN(CC(=O)Nc1cc(S(=O)(=O)N2CCOCC2)ccc1C)Cc1ccccc1	2.5	i	-2.9	-1.2	-0.5	-1.8
0.3	2.0	13.0	i	Cc1cc(NC(=O)c2ccc(NC(=O)C3CC3)cc2)no1	-1.5	i	3.5	-10.3	0.1	-1.4
0.1	-1.8	-4.7	i	O=C(CC1C(=O)NCCN1Cc1ccccc1)NCCC1=CCCCC1 (stereo not drawn)	-5.1	i	-2.3	6.0	-1.6	-11.5

The final 5 compounds of the section before open the next one.
Rin1-Abl PPI inh	LMPTP block	Scp-1 inhibitor	Rpn11 inh	compound	NadD inh	Neddylation inh	SUMO1 PPI mod	CSN deneddyl inh	STEP inh	DNMT1 inh
0.5	2.4	37.2	i	O=C(COc1ccccc1[N+](=O)[O-])N/N=C/c1cccc(OC(=O)c2ccc3c(c2)OCO3)c1	11.1	i	10.0	10.2	16.1	-8.1
-4.6	-1.2	8.9	i	CCOc1ccc(-n2c(C)c(C(C)=O)c(C(C)=O)c2C)cc1	10.6	i	4.6	-2.5	-4.4	0.4
2.5	-6.9	-4.0	i	CCN(CC(=O)Nc1cc(S(=O)(=O)N2CCOCC2)ccc1C)Cc1ccccc1	2.5	i	-2.9	-1.2	-0.5	-1.8
0.3	2.0	13.0	i	Cc1cc(NC(=O)c2ccc(NC(=O)C3CC3)cc2)no1	-1.5	i	3.5	-10.3	0.1	-1.4
0.1	-1.8	-4.7	i	O=C(CC1C(=O)NCCN1Cc1ccccc1)NCCC1=CCCCC1 (stereo not drawn)	-5.1	i	-2.3	6.0	-1.6	-11.5
-1.4	1.0	-10.2	i	O=C(Nc1sc2c(c1C(=O)NCCO)CCCC2)c1ccco1	-2.5	+	-2.5	-2.9	0.8	3.6
-0.2	3.3	-22.2	i	COC(=O)c1ccc(OC)c(CN2CCCN(Cc3cc(C)ccc3C)S2(=O)=O)c1	-9.5	i	0.7	2.8	0.7	-2.6
0.3	0.2	3.1	i	CC(=O)Nc1cccc(NC(=O)C2CC3CCC2C3)c1 (stereo not drawn)	-7.5	i	2.5	2.2	-1.8	-2.4
1.9	-2.8	-10.8	i	O=C(NCCN1CCOCC1)c1c(F)c(F)c(F)c(F)c1F	-0.9	i	1.9	3.2	-2.5	0.3
-2.1	-1.4	-4.8	i	COCCN(C(=O)CSc1nnc(C)n1-c1ccccc1)c1c(N)n(Cc2ccccc2)c(=O)[nH]c1=O	-1.1	i	0.6	-9.2	-1.0	2.1
2.0	0.1	-4.3	i	CCOCC(O)CNC(=O)c1ccc(OC2CCN(C(=O)c3cccnc3)CC2)cc1 (stereo not drawn)	4.8	i	-3.1	1.5	-0.3	-0.7
-4.2	-0.1	-7.1	i	COc1ccc(OCCC(=O)OCC(=O)NCc2ccc(F)cc2)cc1	-1.4	i	1.8	-11.3	4.3	0.5
0.5	-0.3	-3.4	i	Cc1ccc(NC(=O)c2ccc(Cn3cc(Br)cn3)o2)cc1	-4.1	i	1.6	4.2	-0.2	-3.3
